Source: PubChem
core dimer inh: HCV core protein dimerization inhibition. AID 1899. actives 0.33% (n = 300,000). TR-FRET GST/Flag-core106 dimerization, 1536-well. inhibition, % at 5 µM;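 active = inhibition above the mean of all tested compounds plus 3 SD, set per screening campaign, cut at about 45% in these data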
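assay system = GST-tagged and Flag-tagged HCV core protein residues 1-106 | controls = unlabelled core106 and no-GST-core106 wells | incubation = compound-protein-antibody incubation 4 h at 22.5 °C | probe or stimulus = Eu donor and XL665 acceptor anti-tag antibodies | read-out = % inhibition based on acceptor/donor emission ratio | signal = TR-FRET 671 and 617 nm emission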
PP1 counter: blocks human PP1-alpha phosphatase, a PP5 counter-screen; purified PP1alpha, OMFP fluorescence; inhibition, % at 6.7 µM; actives 0.9% (n = 320,000); AID 2235;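 active = inhibition above the mean inhibition of all tested compounds plus 3 SD, computed separately for each screening campaign, cut at about 15% in these data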
proCasp7 act: counter-screen: procaspase-7 (human) activation | P55210 | recombinant procaspase-7, Ac-DEVD-pNA absorbance 405 nm; D23A/D198A/D206A triple mutant, cannot self-cleave; scale: DMSO 0, 5 µM enzyme 100 | activation, % at 8.5 µM | actives 0.093% (n = 330,000) | AID 463210;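 active = percent activation above the screen-wide mean plus 3 SD, cut at about 25% in these data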
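System: Procaspase-7 triple mutant (PC-7 D3A); measure: % activation from two-timepoint absorbance difference, scaled to controls; times: 1 h compound preincubation, 2 h substrate cleavage, 25 °C; also added: Ac-DEVD-pNA substrate, 400 µM as added; measured by: Epi-absorbance of released pNA at 405 nm, two timepoints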
proCasp3 act: activates human procaspase-3 | P42574 | recombinant procaspase-3 D3A, Ac-DEVD-pNA absorbance 405 nm | activation, % at 8.5 µM | actives 0.11% (n = 330,000);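 active = activation above the mean of all tested compounds plus 3 SD, cut at about 21% in these data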;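 note: 0% = DMSO alone and 100% = DMSO wells spiked with extra 5 µM PC-3 D3A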
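assay system = Procaspase-3 D3A mutant | signal = absorbance at 405 nm, 0 and 120 min | times = 1 h preincubation plus 2 h reaction at 25 °C | repeats = single replicate | read-out = % activation between DMSO and enzyme-spiked controls | medium = Zinc-free HEPES saline buffer with Triton X-100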
Fh CTSL1 inh: counter-screen for PFM18AAP inhibitors: inhibitors of F. hepatica cathepsin L1 | recombinant F. hepatica cathepsin L1, Z-Leu-Arg-MCA fluorescence | inhibition, % at 5.96 µM | actives 0.49% (n = 300,000) | AID 1906;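 active = inhibition above the mean of all tested compounds plus 3 SD, set per screening campaign, cut at about 17% in these data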;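 note: 0% = plate median of test compound wells and 100% = 1 µM Z-Phe-Ala-diazomethylketone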
VLA-4 inh: inhibition in a human VLA-4 binding assay | P13612 | VLA-4 expressing cells, ligand binding flow cytometry | inhibition, % (about 7 µM as worked out from the volumes in the protocol) | actives 0.2% (n = 330,000); in the data active = inhibition above about 50%
Target sequence (P13612 whole entry, looked up): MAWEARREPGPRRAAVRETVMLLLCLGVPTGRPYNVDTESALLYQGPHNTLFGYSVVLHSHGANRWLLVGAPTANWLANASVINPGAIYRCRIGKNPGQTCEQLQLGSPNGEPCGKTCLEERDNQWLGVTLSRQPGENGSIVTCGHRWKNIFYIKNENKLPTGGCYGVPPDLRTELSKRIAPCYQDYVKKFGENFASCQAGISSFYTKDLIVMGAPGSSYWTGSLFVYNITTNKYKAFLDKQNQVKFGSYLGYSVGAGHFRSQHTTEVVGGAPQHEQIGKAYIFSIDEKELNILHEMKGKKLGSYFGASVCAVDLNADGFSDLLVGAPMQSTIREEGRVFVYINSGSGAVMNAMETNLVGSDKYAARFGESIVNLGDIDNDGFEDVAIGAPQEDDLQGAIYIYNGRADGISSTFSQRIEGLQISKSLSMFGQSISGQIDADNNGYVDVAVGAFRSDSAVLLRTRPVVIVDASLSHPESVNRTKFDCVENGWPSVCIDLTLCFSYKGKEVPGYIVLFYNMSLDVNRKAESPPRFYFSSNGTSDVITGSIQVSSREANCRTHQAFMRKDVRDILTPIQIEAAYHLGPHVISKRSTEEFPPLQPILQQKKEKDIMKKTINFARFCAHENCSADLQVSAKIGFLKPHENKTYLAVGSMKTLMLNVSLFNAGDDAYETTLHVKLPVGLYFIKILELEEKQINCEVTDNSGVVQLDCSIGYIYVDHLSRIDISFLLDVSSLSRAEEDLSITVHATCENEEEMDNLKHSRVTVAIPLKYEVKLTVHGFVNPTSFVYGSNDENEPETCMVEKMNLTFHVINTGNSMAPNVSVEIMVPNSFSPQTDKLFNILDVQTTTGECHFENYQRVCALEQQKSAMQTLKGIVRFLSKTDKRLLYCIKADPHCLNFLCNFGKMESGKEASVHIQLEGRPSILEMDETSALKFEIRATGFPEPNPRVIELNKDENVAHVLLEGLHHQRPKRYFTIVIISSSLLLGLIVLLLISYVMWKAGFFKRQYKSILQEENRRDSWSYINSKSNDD
JMJD2C inh: inhibitors of human GASC-1 (JMJD2C) demethylase | Q9H3R0 | GST-JMJD2C(1-420) H3K9me3 demethylation, DELFIA europium | inhibition, % at 2.35 µM | actives 0.069% (n = 330,000) | AID 2099;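 active = more than half of a compound's replicate wells show inhibition beyond 50%, single wells judged on their own value; inconclusive = some, but no more than half, of replicates pass 50% inhibition; inactive = no replicate passes 50% inhibition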;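 note: signal counts dimethyl H3K9 product captured on neutravidin plate; 0% = median of DMSO wells and 100% = 0.3 times that DMSO median; strong numbers were not always called active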
GRK2 inh: inhibitors of human GRK2 displacing RNA aptamer | actives 0.59% (n = 330,000) | bead flow cytometry, FAM-aptamer displacement from GRK2 | inhibition of aptamer binding, % at 10 µM;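 active = inhibition of aptamer binding above 40%, roughly 3 SD of noise, on plates passing a quality check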;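 note: median bead fluorescence of bound FAM aptamer so fluorescent compounds give negative values; no value below 0 was filed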
PP5 inh: PP5 (human) phosphatase inhibition. inhibition, % at 6.7 µM. actives 0.18% (n = 320,000). purified PP5c, OMFP substrate fluorescence. AID 1987. P53041;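 active = inhibition above the campaign's mean inhibition across all tested compounds plus 3 SD, cut at about 9.5% in these data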;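 note: 0% = DMSO only and 100% = 100 µM cantharidin control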
The depositor's hits bear a star; ? = inconclusive; nt = not tested or not shown.

SMILES	core dimer inh	PP1 counter	proCasp7 act	proCasp3 act	Fh CTSL1 inh	VLA-4 inh	JMJD2C inh	GRK2 inh	PP5 inh
CCn1c(SCC(=O)Nc2ccc3c(c2)OCCO3)nnc1-c1c[nH]c2ccccc12	-14	3	-2	1	0	0	18	5	1.3
CCc1ccc(/C=C2\SC(=S)N(CCCC(=O)Nc3nccs3)C2=O)cc1	8	-4	-2	3	-4	19	-3	2	0.4
COc1ccc(S(=O)(=O)N2CCN(c3ncnc4c(-c5ccccc5)nsc34)CC2)cc1	6	-7	5	-10	-2	10	-9	2	1.1
Cc1cc(C(=O)O)ccc1-c1ccc(/C=C2\NC(=O)N(Cc3ccc(F)cc3)C2=O)o1	4	-2	7	5	6	16	0	0	0.8
COc1cc(-n2c(=O)c3ccccc3n(CC(=O)OCc3ccccc3)c2=O)cc(OC)c1OC	3	0	-2	-1	-1	-1	2	0	0.7
Cc1ccc(NS(=O)(=O)c2cccs2)cc1S(=O)(=O)N1CCCCCC1	5	-1	6	1	1	2	1	2	-1.6
Cc1cccc(OCc2nc(C#N)c(N3CCCC3)o2)c1	1	-3	-3	-14	3	0	6	1	0.6
Cc1ccc2c(CC(=O)OCC(=O)N(CC(C)C)c3c(N)n(Cc4ccccc4)c(=O)[nH]c3=O)coc2c1	12	-2	3	5	-6	-1	-9	83*	0.7
Clc1ccc(-c2nc(-c3cc4cc(Cl)ccc4o3)cs2)cc1	2	-1	0	-4	-4	26	3	0	0.0
O=C(Nc1ccccc1C(=O)N1CCN(c2cccc(Cl)c2)CC1)C1=CSCCO1	3	-4	-6	8	1	23	25	0	2.4
O=C(C[C@@H]1C/C=C\CCC(=O)OC[C@@H]2CCCN2C1=O)NCCO	nt	nt	2	2	nt	-1	1	2	nt
Cc1nc2ccccc2nc1N/N=C/c1ccc(O)cc1O	-11	0	-13	0	2	-1	-5	0	1.2
COCCN1C=C(C(=O)OC)C(c2ccccc2C(F)(F)F)C(C(=O)OC)=C1	6	0	6	-3	1	1	-1	1	0.3
COc1cc(NS(=O)(=O)c2ccc(NC(=O)COc3ccccc3Cl)cc2)nc(OC)n1	7	-1	-1	-3	3	10	-21	0	0.3
Cc1ccc(NC(=O)CSC2=NN3CCCC(=O)N=C3S2)cc1Cl	9	-2	5	-2	-2	-6	0	0	-1.7
Cc1cccc(C)c1NC(=O)c1cc(S(=O)(=O)N2CCc3ccccc32)cn1C	24	-2	2	9	6	-32	-3	2	-0.3
COc1cc(C(=O)O)cc(Br)c1OC1CCCC1	0	-5	9	-4	1	7	-1	3	-1.5
COc1cc(CNn2nnnc2N)cc(Br)c1OCC(=O)NC(C)(C)C	0	0	1	0	-6	-11	7	3	0.5
OC1O[C@H](c2ccc3c(c2)OCO3)[C@H]2CO[C@H](c3ccc4c(c3)OCO4)[C@@H]12 (some centres not stated)	-7	-1	-8	-2	-2	-12	17	3	3.7
CC1CCc2nn(CC(=O)Nc3c(F)cc(F)cc3Br)cc2C1 (configuration not stated)	1	1	8	2	0	-2	-3	2	1.1
COc1cc(C)ccc1Oc1nc(-c2ccccc2O)nc2ccccc12	2	-3	12	10	3	5	1	2	1.0
CC(C)(C)NC(=O)NC(=O)COC(=O)Cc1ccc(Cl)cc1Cl	-1	6	7	6	-2	9	-2	5	3.1
CC(=O)Nc1ccc(C(=O)CN2C(=O)CSC2=O)cc1	-2	-3	-3	1	1	1	-6	1	1.9
O/C(=C\c1nc2ccccc2[nH]1)c1cccs1	2	1	-6	1	-1	0	-3	0	1.4
Cc1ccc(S(=O)(=O)NCCn2cnc([N+](=O)[O-])n2)cc1	-15	0	4	10	7	8	-3	0	-0.3
Cc1cc(=O)n(CC(=O)Nc2cc(Cl)ccc2C)c(C(C)C)n1	-1	-2	18	-4	0	4	-1	0	0.8
O=C1Cc2ccccc2N1c1ccccc1	6	0	10	4	3	2	1	0	1.3
COc1ccc(N2C(=O)CSC2c2ccccc2[N+](=O)[O-])cc1 (configuration not stated)	10	-3	-8	2	-1	9	5	1	-1.0
Cc1ccc(NC(=O)C(C)Oc2ccccc2)cc1S(=O)(=O)N1CCCCCC1 (configuration not stated)	nt	4	-1	0	nt	1	-1	0	5.3
CCNc1nc(N2CCCC2)nc(N2CCCC2)n1	-4	-1	-10	10	-1	3	-12	0	1.1
[2H]C(CCOS(N)(=O)=O)c1ccccc1 (configuration not stated)	-13	-3	-4	2	2	12	-4	0	-1.5
CCCC(c1nnnn1Cc1ccc(OC)cc1)N1CCC(C(N)=O)CC1 (configuration not stated)	-3	-3	-2	-2	0	17	2	0	-0.1
CCCN(CC1CC1)C(=O)COC(=O)c1oc2c(F)cccc2c1C	nt	3	-4	1	nt	3	-6	1	1.5
CC(=O)c1c(C)n(-c2ccccc2)c2ccc(OCC(O)CN3CCOCC3)cc12 (configuration not stated)	2	0	12	5	-2	40	-4	0	2.3
Cc1n[nH]c(C)c1CCC(=O)N/N=C/c1cccs1	1	-5	4	0	-3	-6	6	2	1.2
COc1ccc(CCNC(=O)COC(=O)C2CCCCC2)cc1	7	-5	3	6	-3	8	9	0	0.3
COC(=O)c1cn(NC(=O)c2cccc(N(C)C)c2)c(=O)c2ccccc12	-12	-1	-5	2	2	2	7	0	2.0
Cc1cccc(N2CCN(C(=O)c3cc4c(=O)[nH]c5ccccc5c4n3C)CC2)c1C	25	2	2	4	3	-6	?	1	0.1
O=C(NC1CCCC1)C(c1ccccc1F)N(C(=O)c1ccco1)C1CCCC1 (configuration not stated)	-1	-1	4	2	0	6	-2	8	-0.9
CC(C(=O)O)n1cnc2sc3c(c2c1=O)CCCC3 (configuration not stated)	0	-3	-2	3	6	2	nt	4	-3.3

Record cards, as listed above.
Profile of `CCCN(CC1CC1)C(=O)COC(=O)c1oc2c(F)cccc2c1C` : core dimer inh = nt; PP1 counter = 3; proCasp7 act = -4; proCasp3 act = 1; Fh CTSL1 inh = nt; VLA-4 inh = 3; JMJD2C inh = -6; GRK2 inh = 1; PP5 inh = 1.5
Profile of `Cc1n[nH]c(C)c1CCC(=O)N/N=C/c1cccs1` : core dimer inh = 1; PP1 counter = -5; proCasp7 act = 4; proCasp3 act = 0; Fh CTSL1 inh = -3; VLA-4 inh = -6; JMJD2C inh = 6; GRK2 inh = 2; PP5 inh = 1.2
Profile of `Cc1cccc(N2CCN(C(=O)c3cc4c(=O)[nH]c5ccccc5c4n3C)CC2)c1C` : core dimer inh = 25; PP1 counter = 2; proCasp7 act = 2; proCasp3 act = 4; Fh CTSL1 inh = 3; VLA-4 inh = -6; JMJD2C inh = ?; GRK2 inh = 1; PP5 inh = 0.1

Additional records
SMILES	core dimer inh	PP1 counter	proCasp7 act	proCasp3 act	Fh CTSL1 inh	VLA-4 inh	JMJD2C inh	GRK2 inh	PP5 inh
CC(=O)c1c(N2CCN(C(=O)C3CCCO3)CC2)nc(=S)n(-c2ccccc2)c1C (configuration not stated)	9	2	-13	-6	0	-44	-4	0	2.2
C=C1C(=O)C=C[C@]2(C)C[C@@H]3OC(=O)[C@](C)(O)[C@H]3C[C@@H]12	14	-1	12	7	-4	10	7	0	0.3
CC(=O)c1ccc(OCc2cc(C(=O)NCC3CCCCO3)no2)cc1 (configuration not stated)	-12	0	13	-2	2	3	2	0	-3.2
COc1ccc(S(=O)(=O)CCc2nnc(NC(=O)c3ccc(F)cc3)s2)cc1	-5	1	9	-5	2	-5	-3	0	-1.1
CN(CC(=O)OCC(=O)NCC(F)(F)F)S(=O)(=O)c1ccc(Cl)cc1	-2	-3	-1	5	-41	14	-2	4	0.9
COc1cc(NC(=O)Cc2ccccc2)ccc1NC(=O)c1ccccc1	2	-1	1	5	1	6	14	2	0.6
COc1ccccc1NS(=O)(=O)c1ccc(NC(=O)N2CCCCC2)cc1	4	1	-6	-12	-2	7	-6	9	1.7
CC(C)C(=O)NC(NC(=S)Nc1ccc(S(N)(=O)=O)cc1)C(Cl)(Cl)Cl (configuration not stated)	-4	-1	2	4	-2	13	0	4	3.0
CCOC(=O)N1CCC(=NNc2nc3ccccc3s2)CC1	-2	-3	4	-13	0	6	-6	0	4.0
O=C(Nn1cnnc1)c1cc2c(s1)CCCCC2	1	-1	-4	7	-2	3	-5	6	-1.4
c1coc(-c2nc3ccccc3nc2-c2ccco2)c1	10	1	-31	-25	11	2	-1	6	-0.4
Nc1ccc(S(=O)(=O)Nc2nc3ccccc3o2)cc1	4	-1	-5	0	0	10	1	3	-2.3
CC(=O)Nc1ccc([N+](=O)[O-])cn1	-5	0	-10	1	2	4	-3	0	-0.6
Oc1ccccc1/C=N/NC(=S)NC1CC2CCC1C2 (configuration not stated)	-3	7	11	-3	-3	-3	-9	2	2.8
CCOc1ccc(Br)cc1CNc1ccc2c(c1)OCCO2	-2	-2	-6	6	3	1	2	2	0.6
O=C(CCN1C(=O)C2C3C=CC(C3)C2C1=O)NCC1CCCO1 (configuration not stated)	-1	2	5	4	-3	15	18	0	1.2
COc1ccccc1N1CCN(S(=O)(=O)CCNC(=O)c2cc(=O)c3ccccc3o2)CC1	0	-3	3	-1	-2	-4	-20	1	-1.4
Cc1ccc(C(=O)NNC(=O)c2ccc3c(c2)OCCO3)cc1	nt	-5	3	-3	nt	-9	-3	2	1.5
Cc1ccc(NC(=O)C2C3C=CC(O3)C2C(=O)O)c(C)c1 (configuration not stated)	-6	3	-12	-5	-4	-6	0	4	18*
CCN1C(=O)CC(N2CCC(C(=O)N3CCOCC3)CC2)C1=O (configuration not stated)	-4	-3	2	2	-4	23	9	0	1.4
Cc1cc([N+](=O)[O-])nn1CCCC(=O)NCc1ccccc1	-2	0	-2	0	-11	1	-8	5	4.7
CCN(CC)C(=O)CN(c1ccc(C)cc1)S(=O)(=O)c1ccc(SC)cc1	15	1	5	2	-3	-5	6	7	0.7
CCS(=O)(=O)c1ccc(O)c(NC(=O)COc2ccc(C)cc2)c1	0	-2	0	5	-2	17	-11	2	0.4
O=C1CC(C(=O)Nc2ccc(O)c(C(=O)O)c2)C(c2ccccc2)O1 (configuration not stated)	3	-3	-1	5	4	26	-1	0	2.8
Cc1cccc(C(=O)Oc2ccc(/C=N/NC(=O)Cc3ccc([N+](=O)[O-])cc3)cc2)c1	8	1	-2	-4	2	5	2	0	1.9
O=C(NNS(=O)(=O)c1ccccc1)Nc1ccc(F)cc1	-4	-4	3	0	1	-6	8	4	1.2
CCC(C)c1ccccc1NC(=O)c1cc(C)no1 (configuration not stated)	-4	1	-1	2	1	-5	-3	0	0.8
O=C(NCCCC(=O)N1CCOCC1)c1cccnc1	-4	-1	8	2	-1	2	5	5	0.6
Cc1ccc(Cl)c(OCC(=O)OCC(=O)c2ccc[nH]2)c1	nt	nt	10	1	nt	4	-1	0	nt
Cc1cc(=O)oc2cc(OCC(O)CN3CCc4ccccc4C3)ccc12 (configuration not stated)	2	0	10	3	2	16	19	1	-0.8
